U2OS ROS induce: inducers of reactive oxygen species in cancer cells | U2OS ROS induction, H2DCF-DA fluorescence | ROS induction (% of piperlongumine), % at 10 µM | hit rate 2% among 46,000 | AID 624156; in the data active = ROS induction above about 79%, passing the limit was not always enough;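 also: 0% = DMSO vehicle median and 100% = reference compound median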
Active calls of the source: *. This is a subset; count on the stated rates, not on these rows.

mol | U2OS ROS induce
COc1ccc2cc(C(C)C(=O)Nc3ccc(OC(F)(F)F)cc3)ccc2c1 (centres undefined) | 5
O=C(NCCO)c1nc(NCCO)c2ccccc2n1 | -3
C[C@@H]1CCCCO[C@@H](CN(C)C(=O)Nc2cccc3ccccc23)[C@@H](C)CN([C@H](C)CO)C(=O)c2cc(NS(=O)(=O)c3ccccc3)ccc2O1 | 42
COc1ccc(/C=C2\CCc3ccccc3C2=O)cc1Cn1cccn1 | 1
CC(C)NC(=O)Nc1ccc2c(c1)C(=O)N([C@H](C)CO)C[C@H](C)[C@@H](CN(C)C(=O)Nc1ccc(C(F)(F)F)cc1)O2 | 1
N#Cc1c(-c2ccco2)cc(-c2ccccc2)nc1SCCN1C(=O)c2ccccc2C1=O | -3
C[C@@H]1CCCCO[C@H](CN(C)C(=O)Cc2ccccc2)[C@@H](C)CN([C@H](C)CO)C(=O)c2cc(NC(=O)C3CCCCC3)ccc2O1 | -9
Cc1occc1C(=O)Nc1sc2c(c1C(=O)NCc1cccnc1)CCCC2 | 50
COc1ccc(S(=O)(=O)N(C)C[C@H]2Oc3c(NC(=O)Nc4ccc(F)cc4)cccc3C(=O)N([C@@H](C)CO)C[C@H]2C)cc1 | 3
Cc1ccnc(N=Cc2c(C)[nH]n(-c3ccccc3)c2=O)c1 | 68
C=Cn1c2ccccc2c2nc3ccccc3nc21 | 56
COC(=O)c1c(NC(=O)COc2ccccc2)sc(C)c1-c1ccccc1 | 10
C[C@H](CO)N1C[C@H](C)[C@H](CN(C)C(=O)NC2CCCCC2)Oc2ccc(NS(=O)(=O)c3ccc(F)cc3)cc2CC1=O | 9
Cc1ccc(N(C(C)C(=O)Nc2ccc(Oc3ccccc3)cc2)S(C)(=O)=O)cc1C (centres undefined) | -4
COC(=O)COc1cccc(NC(=O)c2ccccc2-c2ccccc2C(=O)O)c1 | -13
C[C@@H]1CN([C@H](C)CO)C(=O)Cc2cc(NC(=O)CCCCCC(=O)Nc3ccccc3N)ccc2O[C@@H]1CN(C)S(=O)(=O)c1ccc(Cl)cc1 | 2
Cc1noc(C)c1NC(=O)N(C)C[C@H]1Oc2ccc(NC(=O)c3ccncc3)cc2CC(=O)N([C@@H](C)CO)C[C@@H]1C | -6
O=C(NCCc1ccccc1)C1CC(=O)N(c2ccc(F)c(Cl)c2)C1 (centres undefined) | -1
Cc1ccc(S(=O)(=O)Nc2ccc3c(c2)C(=O)N([C@H](C)CO)C[C@H](C)[C@@H](CN(C)C(=O)Nc2cccc4ccccc24)O3)cc1 | 6
O=C(Oc1ccccc1)c1cc2cc(Br)ccc2oc1=O | 5
COC(=O)[C@@]1(Cc2ccccc2N=[N+]=[N-])COC(c2ccc(OCCCO)cc2)=N1 | -4
CC(C)NC(=O)N(C)C[C@H]1Oc2c(NC(=O)C3CCCCC3)cccc2C(=O)N([C@@H](C)CO)C[C@@H]1C | -9
CC(=O)Nc1ccc(S(=O)(=O)NC2CCCC2)cc1 | -9
COCC(C)NC(=O)Cn1nc(C)c(NC(=O)c2cc(-c3ccccc3F)no2)c1C (centres undefined) | -1
O=c1oc2ccccc2cc1-c1cn2cc(Cc3ccccc3Cl)sc2n1 | -12
C[C@H]1CN([C@@H](C)CO)C(=O)CCCn2nncc2CO[C@H]1CN(C)C(=O)Nc1ccccc1C(F)(F)F | -7
Cc1c(C)c2c(c(C)c1O)CCC(C)(COc1ccc(CC3SC(=O)NC3=O)cc1)O2 (centres undefined) | -17
COc1ccc(NC(=O)N(C)C[C@@H]2Oc3ccc(NC(=O)C4CC4)cc3C(=O)N([C@H](C)CO)C[C@@H]2C)cc1 | -3
CNC[C@H]1Oc2ccc(NS(=O)(=O)c3ccccc3)cc2CC(=O)N([C@@H](C)CO)C[C@H]1C | 12
COc1ccc(NC(=O)Nc2ccc3c(c2)C(=O)N([C@@H](C)CO)C[C@@H](C)[C@@H](CN(C)Cc2ccc(Oc4ccccc4)cc2)O3)cc1 | 1
O=C(Nn1cnc2ccccc2c1=O)C1CCCCC1 | 5
Cc1ccc(S(=O)(=O)N(C)C[C@@H]2Oc3ccc(NS(=O)(=O)c4c(C)noc4C)cc3C(=O)N([C@H](C)CO)C[C@@H]2C)cc1 | -4
Cc1noc(C)c1NC(=O)N(C)C[C@H]1Oc2ccc(NS(C)(=O)=O)cc2CC(=O)N([C@@H](C)CO)C[C@H]1C | 17
O=C(N/N=C/c1ccc(Oc2ccccc2)cc1)c1ccccn1 | 34
C[C@H](CO)N1C[C@H](C)[C@H](CN(C)C(=O)NC2CCCCC2)Oc2c(NS(=O)(=O)c3cccs3)cccc2C1=O | 4
C[C@H](CO)N1C[C@H](C)[C@H](CN(C)Cc2ccc(C(=O)O)cc2)Oc2ccc(NC(=O)Nc3cccc4ccccc34)cc2C1=O | -2
C[C@H]1CN([C@@H](C)CO)C(=O)c2cc(NC(=O)C3CC3)ccc2O[C@@H]1CN(C)C(=O)Nc1ccc(C(F)(F)F)cc1 | 6
O=C(O)C1=C[C@H](c2coc3ccccc3c2=O)C[C@H](OCCCCO)O1 | 14
C[C@@H]1CN([C@H](C)CO)C(=O)Cc2cc(N(C)C)ccc2O[C@H]1CN(C)S(C)(=O)=O | -5
CC(C)c1ccc(NC(=O)CN(C)S(=O)(=O)c2ccc3ccccc3c2)cc1 | 7

Continued (7 carried over from the part before).
mol | U2OS ROS induce
O=C(N/N=C/c1ccc(Oc2ccccc2)cc1)c1ccccn1 | 34
C[C@H](CO)N1C[C@H](C)[C@H](CN(C)C(=O)NC2CCCCC2)Oc2c(NS(=O)(=O)c3cccs3)cccc2C1=O | 4
C[C@H](CO)N1C[C@H](C)[C@H](CN(C)Cc2ccc(C(=O)O)cc2)Oc2ccc(NC(=O)Nc3cccc4ccccc34)cc2C1=O | -2
C[C@H]1CN([C@@H](C)CO)C(=O)c2cc(NC(=O)C3CC3)ccc2O[C@@H]1CN(C)C(=O)Nc1ccc(C(F)(F)F)cc1 | 6
O=C(O)C1=C[C@H](c2coc3ccccc3c2=O)C[C@H](OCCCCO)O1 | 14
C[C@@H]1CN([C@H](C)CO)C(=O)Cc2cc(N(C)C)ccc2O[C@H]1CN(C)S(C)(=O)=O | -5
CC(C)c1ccc(NC(=O)CN(C)S(=O)(=O)c2ccc3ccccc3c2)cc1 | 7
O=C(CC1NCCNC1=O)Nc1ccc([N+](=O)[O-])cc1 (centres undefined) | -5
CNC(=O)CN(c1cc(C)ccc1C)S(C)(=O)=O | 3
NC(=O)c1sc2nc(-c3ccccc3)ccc2c1N | 10
C[C@@H]1CN([C@H](C)CO)C(=O)Cc2cc(NC(=O)Cn3cnnn3)ccc2O[C@H]1CN(C)Cc1ccc(-c2ccccc2)cc1 | 0
Cc1ccc(S(=O)(=O)Nc2ccc3c(c2)C(=O)N([C@H](C)CO)C[C@H](C)[C@@H](CN(C)Cc2ccc(Cl)c(Cl)c2)O3)cc1 | 52
COc1cc(C(O)CCOC2OC(CO)C(O)C(O)C2O)cc2cc(-c3ccc4c(c3)OCO4)oc12 (centres undefined) | -6
FC(F)(F)c1ccc(-c2nnc(SCc3ccncc3)n2Cc2ccco2)cc1 | -4
O=C1O[C@@H](c2ccccc2)[C@@H](c2ccccc2)N2[C@@H](c3ccc(OCCO)cc3)[C@]3(C(=O)Nc4ccc(C#CC5=CCCCC5)cc43)[C@@H](C(=O)O)[C@H]12 | 159*
Cc1ccc(-c2cc(C(F)F)n3ncc(C(=O)NCCN4CCOCC4)c3n2)cc1 | 27
O=C(Cc1ccccc1)NC1CCN(C(=O)c2ccco2)CC1 | 3
C[C@@H]1CN([C@@H](C)CO)C(=O)c2cc(NS(=O)(=O)c3cn(C)cn3)ccc2O[C@@H]1CN(C)Cc1ccncc1 | -8
CCOC(=O)c1ccc(N2C(=O)C(Oc3ccccc3)C2c2ccc(OCC)cc2)cc1 (centres undefined) | 8
CC(C)(C)c1nnc(-c2ccc(Oc3cc(Cl)cc(Cl)c3)o2)o1 | -9
C[C@H](CO)N1C[C@H](C)[C@H](CN(C)Cc2ccncc2)Oc2ccc(NC(=O)Nc3cccc4ccccc34)cc2C1=O | 4
CCc1ccc(NC(=O)Cn2cnc3ccccc3c2=O)cc1 | -20
Cc1ccc(S(=O)(=O)Nc2ccc3c(c2)C(=O)N([C@H](C)CO)C[C@H](C)[C@H](CN(C)C(=O)Nc2c(C)noc2C)O3)cc1 | 3
O=c1oc2ccc3ccccc3c2c2c1SC(C(F)(F)F)C2 (centres undefined) | -4
Cc1c(S(=O)(=O)c2ccc(Cl)cc2)csc1C(=O)N(c1ccccc1)S(C)=O (centres undefined) | 27
Cc1cccc(C)c1NC(=O)CN(c1ccc(Cl)c(C(F)(F)F)c1)S(C)(=O)=O | 2
CC(NC(=O)CSc1nnc2c3ccccc3n(C)c2n1)c1ccccc1 (centres undefined) | 5
COc1ccc(S(=O)(=O)N(C)C[C@H]2OCCCC[C@@H](C)Oc3ccc(NC(=O)Nc4ccccc4)cc3C(=O)N([C@H](C)CO)C[C@@H]2C)cc1 | 0
COc1ccc(NC(=O)CN(c2ccc(Br)c(C)c2)S(C)(=O)=O)cc1Cl | -8
COCCCNC(=O)[C@@]1(C)c2ccccc2C(=O)N(Cc2cc(F)cc(C(F)(F)F)c2)[C@H]1c1ccc(CO)cc1 | 18
COC(=O)C1=CN(c2ccc(F)cc2)C=C(C(=O)OC)C1c1cccc(O)c1 | 44
CC(C)c1ccc(-c2csc3ncn(N)c(=O)c23)cc1 | -12
Cc1ccc(C(=O)NCCc2nnc3ccc(SCC(=O)NC4CCCCC4)nn23)cc1 | -3
CCN1C(=O)c2cccc3c(S(=O)(=O)N4CCCC4C(=O)O)ccc1c23 (centres undefined) | -6
CC(C)CC(C(=O)Nc1cccc([N+](=O)[O-])c1)N1C(=O)c2ccccc2C1=O (centres undefined) | 1
O=C(CSc1nnc(-c2ccc(Br)cc2)o1)Nc1ccc(Cl)cc1Cl | -6
COc1ccccc1CNc1ccc2c(c1)ncn2-c1ccccc1OC | -21
CCCn1c(=O)c(C#N)cn(C2CC2)c1=O | -1
COc1ccc(NC(=O)N(C)C[C@@H]2Oc3ccc(NC(=O)Cc4cn(C)c5ccccc45)cc3CC(=O)N([C@H](C)CO)C[C@H]2C)cc1 | -7
C[C@@H]1CN([C@H](C)CO)C(=O)c2cc(NC(=O)CCN3CCOCC3)ccc2O[C@@H]1CN(C)Cc1ccccc1 | -3
Cc1ccc(S(=O)(=O)N(C)CC(=O)Nc2c(F)cccc2F)cc1 | -12
COc1ccc(S(=O)(=O)Nc2ccc3c(c2)CC(=O)N([C@H](C)CO)C[C@H](C)[C@H](CN(C)Cc2ccc(Cl)c(Cl)c2)O3)cc1 | 27
C[C@@H]1CCCCO[C@H](CN(C)C(=O)CCC(F)(F)F)[C@@H](C)CN([C@H](C)CO)C(=O)c2cc(NC(=O)Nc3ccc4c(c3)OCO4)ccc2O1 | 5
COc1ccc2cc1/C=C\NC(=O)C(Cc1ccccc1)NC(=O)C1C(CCN1C(=O)C(NC(=O)C(C)N(C)C)C(C)C)O2 (centres undefined) | 1
Cc1cccc(-n2c(C)nnc2SCC(=O)Nc2ccc(Br)cc2Cl)c1 | 1
OC(CCN1CCCCC1)(c1ccccc1)C1C[C@@H]2C=C[C@H]1C2 (some centres undefined) | -3
Nc1cc(=O)[nH]c(S/C=C/c2ccccc2)n1 | -5

2 of these compounds, set out differently.
> Cc1ccc(C(=O)NCCc2nnc3ccc(SCC(=O)NC4CCCCC4)nn23)cc1
  U2OS ROS induce: -3
> CCN1C(=O)c2cccc3c(S(=O)(=O)N4CCCC4C(=O)O)ccc1c23 (centres undefined)
  U2OS ROS induce: -6

Later entries.
mol | U2OS ROS induce
Cc1cccc(-n2nc([N+](=O)[O-])c(=NCc3cccnc3)n2O)c1 | -17
COc1cc(CCO)ccc1O[C@@H]1O[C@H](CO)[C@@H](O)[C@H](O)[C@H]1O | -5
COC(=O)CCCCCCC(=O)N/N=C/c1ccc(Br)s1 | 10
COc1ccc(CCn2cnc3sc4c(c3c2=N)CCCC4)cc1OC | 6
CCCCC/C=C\C/C=C\C/C=C\CCCCC(=O)O | 2
CC(C)NC(=O)N(C)C[C@@H]1Oc2c(NC(=O)c3ccncc3)cccc2C(=O)N([C@@H](C)CO)C[C@@H]1C | -6
Cc1ccc(NC(=O)CCn2cnc3ccccc3c2=O)cc1C | 12
O=C(CSc1nnc(-c2cccs2)n1-c1ccccc1)c1ccc(Br)cc1 | 3
C[C@@H]1CCCCO[C@H](CN(C)Cc2ccncc2)[C@@H](C)CN([C@H](C)CO)C(=O)c2cc(NC(=O)CCC(F)(F)F)ccc2O1 | 16
C[C@H](CO)N1C[C@H](C)[C@@H](CN(C)Cc2ccc(Cl)c(Cl)c2)Oc2ccc(NC(=O)Cc3ccccc3)cc2C1=O | 64
COc1cc(C2Oc3c(O)ccc([C@@H]4Oc5cc(O)cc(O)c5C(=O)[C@H]4O)c3C2CO)ccc1O (some centres undefined) | -2
Cc1cc(-c2ccccc2)nc(SCC(=O)Nc2ccc(I)cc2)n1 | -11
N#CC1=C(N)Oc2c(sc3ccccc23)C1c1ccccc1OC(=O)c1ccccc1Cl (centres undefined) | 56
COc1ccc(CN(C)C[C@@H]2Oc3c(NC(=O)C4CCCCC4)cccc3C(=O)N([C@@H](C)CO)C[C@@H]2C)cc1 | 3
COc1cccc(OC)c1C(=O)Nc1ccc(C(=O)NCC2CCCO2)cc1 (centres undefined) | 29
CC(C)NC(=O)Nc1ccc2c(c1)C(=O)N([C@H](C)CO)C[C@@H](C)[C@@H](CN(C)Cc1ccc(Oc3ccccc3)cc1)O2 | -5
